ABCB1 block: human ABCB1 inhibition, ABCG2 as counter-screen. CCRF-Adr cells, JC-1 efflux, flow cytometry. inhibition, % at 6.6 µM. 0.067% of 190,000 active; in the data active = inhibition above about 40%;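 note: 0% = vehicle and 100% = reference inhibitor; higher value means more JC-1 retained so stronger ABCB1 efflux block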
Bim-Bcl-B: disrupts Bim peptide binding to human Bcl-B; Q9HD36; bead-based flow cytometry; inhibition, % at 10 µM; 0.073% of 190,000 active; AID 951;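 note: 0% = tracer peptide without compound and 100% = reference inhibitor peptide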
Target sequence (Q9HD36 whole entry, looked up): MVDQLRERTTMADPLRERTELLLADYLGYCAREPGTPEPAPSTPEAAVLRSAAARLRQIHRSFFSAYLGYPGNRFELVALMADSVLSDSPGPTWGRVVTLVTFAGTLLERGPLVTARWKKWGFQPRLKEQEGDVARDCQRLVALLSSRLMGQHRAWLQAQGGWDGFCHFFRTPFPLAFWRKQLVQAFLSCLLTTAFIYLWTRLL
ABCG2 block: blocks JC-1 efflux by human ABCG2 transporter; IgMXP3 cells, flow cytometry; Q9UNQ0; inhibition, % at 6.6 µM; 0.1% of 190,000 active;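 active = inhibition above 80%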;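 note: 0% = DMSO and 100% = nicardipine control wells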
Target sequence (Q9UNQ0 whole entry, looked up): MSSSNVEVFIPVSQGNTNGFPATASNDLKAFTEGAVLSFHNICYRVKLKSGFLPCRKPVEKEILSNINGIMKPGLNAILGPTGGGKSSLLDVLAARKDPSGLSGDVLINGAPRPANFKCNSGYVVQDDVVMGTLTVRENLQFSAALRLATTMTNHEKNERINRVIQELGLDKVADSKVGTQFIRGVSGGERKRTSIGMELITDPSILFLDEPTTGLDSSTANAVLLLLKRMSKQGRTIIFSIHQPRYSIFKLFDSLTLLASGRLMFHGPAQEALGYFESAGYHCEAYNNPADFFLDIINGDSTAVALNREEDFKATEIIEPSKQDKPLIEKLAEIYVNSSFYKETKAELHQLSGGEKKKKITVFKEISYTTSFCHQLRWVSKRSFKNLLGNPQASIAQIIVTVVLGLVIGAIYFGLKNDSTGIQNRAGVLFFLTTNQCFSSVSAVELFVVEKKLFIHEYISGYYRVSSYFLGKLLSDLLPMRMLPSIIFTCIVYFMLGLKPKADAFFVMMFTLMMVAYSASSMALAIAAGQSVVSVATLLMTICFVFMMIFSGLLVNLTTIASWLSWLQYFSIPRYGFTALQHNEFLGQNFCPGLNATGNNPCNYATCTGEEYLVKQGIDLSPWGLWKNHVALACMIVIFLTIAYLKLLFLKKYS
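material = IgMXP3 (ABCG2) plus far-red-tagged CCRF-Adr (ABCB1) cells | amount = 3 million cells/mL, equal mix of both lines | also added = JC-1 transporter substrate | dosing = one concentration, 6.6 µM final | schedule = 10 min at 25 °C | measured by = flow cytometric JC-1 green MFI at 530 nm | read-out basis = percent efflux inhibition, scaled nicardipine 100% to DMSO 0%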
Bim-Mcl-1: inhibitors of Bim-Mcl-1 interaction, human | Q07820 | Bead-based flow cytometry, Bim peptide-Mcl-1 binding | inhibition, % at 10 µM | 0.1% of 190,000 active;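 note: 0% = no compound tracer wells and 100% = peptide blocker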
Bfl-1 Bim block: disrupts Bim binding to human Bfl-1; Q16548; Bead-based flow cytometry, Bim-Bfl-1 binding inhibition; inhibition, % at 10 µM; 0.12% of 190,000 active; AID 1008;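 note: 0% = wells without compound plus tracer and 100% = blocker peptide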
Bim-Bcl-XL: human Bim-Bcl-XL interaction inhibition | Bim peptide-Bcl-XL binding, bead flow cytometry, fluorescence | inhibition, % at 10 µM | 0.04% of 190,000 active | AID 1007
RGS4-Gao reg: modulates binding of RGS4 to human Galphao; Multiplexed bead flow cytometry; actives lie on both sides; binding response (% of control), % at 10 µM; 0.33% of 220,000 active; AID 1415; in the data active = binding response below about 49% or above about 150%; inactive = in between;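 note: fluorescent Galphao activated with aluminum fluoride binding bead-coupled RGS4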
Bim-Bcl-2: disrupts Bim peptide binding to human Bcl-2. Bead-based flow cytometry, Bim peptide-Bcl-2 binding. 0.06% of 190,000 active. inhibition, % at 10 µM; in the data active = inhibition above about 40%; inconclusive = no clear call, values can overlap the other calls;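 note: 0% = no compound wells with probe peptide and 100% = reference peptide inhibitor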
Bcl-W Bim block: human Bim-Bcl-W interaction inhibition; bead-based flow cytometry, Bim peptide-Bcl-W binding; inhibition, % at 10 µM; 0.02% of 190,000 active;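 note: 0% = bound tracer without compound and 100% = peptide blocker; higher means less fluorescent Bim peptide bound to Bcl-W beads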
Target sequence (Q92843 whole entry, looked up): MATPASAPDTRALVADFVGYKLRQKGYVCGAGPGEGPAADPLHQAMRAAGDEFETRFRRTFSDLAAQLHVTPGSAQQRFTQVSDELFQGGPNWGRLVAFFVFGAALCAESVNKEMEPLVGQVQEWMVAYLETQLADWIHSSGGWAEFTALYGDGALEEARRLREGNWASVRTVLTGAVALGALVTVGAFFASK
RGS7-Gao: modulates binding of RGS7 to human Galphao; AID 1439; 0.35% of 220,000 active; Multiplexed bead flow cytometry; actives lie on both sides; binding response (% of control), % at 10 µM; in the data active = binding response below about 49% or above about 150%; inconclusive = no clear call, values can overlap the other calls; inactive = in between;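 note: fluorescent Galphao held in activated GDP-AlF4 state binding bead-coupled RGS7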
RGS8-Gao reg: regulators of human RGS8-Galphao interaction; P09471; multiplexed bead flow cytometry, RGS8-Galphao binding; actives lie on both sides; response (percent of control binding), % at 10 µM; 0.34% of 220,000 active; AID 1423; in the data active = response below about 60% or above about 140%; inactive = in between;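 note: Galphao activated as the GDP aluminium fluoride complex binding bead-coupled RGS8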
* hit, by the source's call; ? = inconclusive. Cut-off read from the data, not from the text of the source, unless noted: active = inhibition above about 40%.

Sequence of screens: ABCB1 block	Bim-Bcl-B	ABCG2 block	Bim-Mcl-1	Bfl-1 Bim block	Bim-Bcl-XL	RGS4-Gao reg	Bim-Bcl-2	Bcl-W Bim block	RGS7-Gao	RGS8-Gao reg
1	CCC(C)N(C(=O)c1csnn1)C(C(=O)NC(C)(C)C)c1ccccc1 (stereo not drawn)
→ 0.9	-6	5	-1	-9	-1	80	-3	4	99	91
2	COC(=O)[C@@H]1CCCN1C(=O)CCc1nnc(C2CCCCC2)o1
→ 2.8	-5	9	-2	-2	-2	103	-5	-5	94	98
3	Cc1cc(C)n(-c2nc(NC(C)(C)C)nc(NC(C)(C)C)n2)n1
→ 1.4	-3	4	-1	0	-4	98	0	1	100	98
4	Cc1ccc(/C=C/C(=O)OCC(=O)NC(C)C)o1
→ 0.1	-10	-1	-3	-4	0	100	-3	-1	100	98
5	COc1cc(OC)c(OC)cc1/C=C1\CCC(C2CCCC2)C1=O (stereo not drawn)
→ 3.3	0	35	0	0	2	101	0	0	?	103
6	C/C(=N\OC(=O)c1cccc(C(F)(F)F)c1)c1sc(-c2ccccc2)nc1C
→ 0.5	-12	20	-5	-16	-10	102	-10	-6	99	102
7	COc1ccc(C2CC(C(F)(F)F)n3nc(C(=O)NCCN4CCOCC4)cc3N2)cc1 (stereo not drawn)
→ -0.1	0	0	1	0	-4	110	3	0	101	108
8	O=C(C1CC1)N1CCc2[nH]c3ccccc3c2C1
→ 1.0	3	13	3	0	3	97	3	0	101	100
9	O=S(=O)(c1ccccc1)C1(S(=O)(=O)c2ccccc2)CCCC1
→ 0.8	-7	11	0	-16	-3	101	-11	2	103	102
10	COCCn1c(C)cc(C(=O)CSc2n[nH]c(N)n2)c1C
→ 1.0	-1	3	-2	-2	1	103	-3	-2	99	96
11	Cc1ccc2cc(C(c3nnnn3Cc3ccccc3)N3CCN(c4ccccc4)CC3)c(=O)[nH]c2c1 (stereo not drawn)
→ 1.5	-11	23	-2	-15	-9	96	-8	-1	95	96
12	CCN(CC)S(=O)(=O)c1cccc(NC(=O)c2cc(-c3cccs3)nn2-c2ccccc2)c1
→ 1.8	-4	25	0	0	-1	96	-2	0	97	96
13	COc1cc(/C=C/c2sc3ccccc3[n+]2CCCS(=O)(=O)[O-])ccc1O
→ 3.4	-4	16	-1	0	2	99	-3	5	98	99
14	CCOC(=O)CN1N=C(/C=C/c2ccc(C)cc2)CCC1=O
→ -0.1	-2	0	-6	-2	0	101	-4	-3	101	100
15	Clc1ccc(N2CCOCC2)nn1
→ 0.4	-3	1	0	-6	-1	105	-2	-2	106	104
16	COc1cccc(CN2CCN(S(=O)(=O)c3ccc(NC(C)=O)cc3)CC2)c1OC
→ 1.2	-1	3	-5	0	-3	100	1	0	104	122
17	Cc1ccccc1-c1nnn(CC(=O)Nc2ccc3c(c2)OCO3)n1
→ 0.2	1	2	-2	2	-1	103	1	-1	98	93
18	Cn1c(CO)cnc1SCC(=O)c1ccc(Br)cc1
→ 0.3	-4	1	0	-4	-1	103	1	-2	106	103
19	CN(C)S(=O)(=O)c1ccc(NC(=O)COC(=O)c2n[nH]c3ccccc23)cc1
→ -6.5	-3	-5	-2	-3	-1	98	-3	0	102	101
20	CC(=O)Nc1ccc(S(=O)(=O)N(Cc2ccccc2)c2ccccc2F)cc1
→ 0.5	-4	2	-3	-14	-5	100	-8	-1	100	103
21	CCOC(=O)C1CCN(C(=O)COC(=O)c2ccc(Br)o2)CC1
→ 0.3	-3	1	0	-8	2	94	-1	4	110	98
22	O=c1cnnc(N/N=C/c2c[nH]c3ccccc23)[nH]1
→ 0.5	0	3	1	-3	6	101	0	4	100	99
23	C/C(Cl)=C/CSc1nn2c(=O)c3ccccc3nc2s1
→ -0.4	3	0	2	-1	1	101	-5	1	99	97
24	CCOc1ccc(N2C(=O)CC(N(Cc3ccco3)C(C)=O)C2=O)cc1 (stereo not drawn)
→ 1.1	-2	2	-2	1	0	96	0	8	92	90
25	C=CCN(CC=C)CCOc1ccc(C)cc1[N+](=O)[O-]
→ 0.4	5	2	-2	-7	-1	102	-3	0	103	102
26	C[C@H](NC(=O)c1ccccc1Cl)C(=O)OCC(=O)N1CC2(C)CC1CC(C)(C)C2 (stereo partly drawn)
→ 0.2	-2	1	-5	-3	-3	95	-6	-3	99	97
27	Cc1ccc(C(=O)OCc2cn3ccccc3n2)cc1
→ 0.7	-6	5	-1	-4	-5	103	-5	-1	103	103
28	COc1ccc(OC)c(-c2c3cc(O)c(=O)cc-3oc3cc(O)c(O)cc23)c1
→ -1.3	-226	-20	-116	-6	-109	39*	-120	-37	4.7*	36*
29	Cc1cccc(-n2c(N)c(C(=O)N3CCN(C)CC3)sc2=S)c1
→ 0.2	-40	0	-10	22	-8	103	-3	1	124	90
30	COc1cc(SC)ccc1C(=O)Nc1c(C)cccc1C
→ 0.6	-2	3	0	-4	-3	99	-3	-3	103	101
31	O=C(c1c[nH]c2ccc(S(=O)(=O)N3CCOCC3)cc2c1=O)N1CCCC1
→ 0.3	-9	5	-3	-8	-15	102	-12	-5	98	105
32	Cc1ccccc1NCC(=O)N/N=C/C(Br)=C/c1ccccc1
→ 0.9	-5	3	2	-4	-1	102	-3	0	103	101
33	Cc1cccc(NC(=O)N2CCC(c3nc4ccccc4o3)CC2)c1
→ -0.7	-37	10	-149	-8	-2	102	-10	2	101	102
34	O=C(NN1CCOCC1)c1cc(-c2cccc(Cl)c2)nc2ccccc12
→ 0.5	0	2	0	-1	-2	103	-2	-1	105	100
35	COC(=O)CSc1[nH]c2ccc(Br)cc2c1[N+](=O)[O-]
→ 0.4	1	5	0	-2	0	103	0	0	102	102
36	CCC(C)Sc1nc2ccccc2n1CC(=O)O (stereo not drawn)
→ 0.6	-2	1	-2	-3	0	96	-2	0	93	95
37	Cc1c(Cl)cccc1N/C(SCC(=O)N1CCCCCC1)=C(/C#N)c1nc2ccccc2s1
→ -0.2	-20	-4	-25	-7	-17	97	-11	-16	96	98
38	CCOC(=O)Cc1c(C)nc2cc(-c3ccc(C)cc3)[nH]n2c1=O
→ 1.6	0	7	0	0	0	101	2	0	102	103
39	COc1c(C)cc(C(=O)C2CCCN(C(=O)C3=C(C)OCCO3)C2)cc1C (stereo not drawn)
→ 1.3	-2	2	-1	-7	0	101	-5	1	104	102
40	CC(C)C(NC(=O)c1ccccc1F)C(=O)NCCc1ccccn1 (stereo not drawn)
→ 1.5	-1	3	-1	-4	0	96	-2	0	95	99
41	NCCc1nnc(SCc2ccccc2F)o1
→ 0.2	-6	0	-2	-9	-5	101	-8	0	100	104
42	Cc1cc(N)n(-c2ncnc3scc(-c4ccc(Cl)cc4)c23)n1
→ 1.7	-4	3	-2	-5	-3	100	-4	-3	101	103
43	Cc1cc(C(C)(C)C)oc1C(=O)N(CC(=O)NC1CCCC1)Cc1ccc(Cl)cc1
→ 1.6	-1	3	0	-1	-2	95	0	2	97	100
44	CN(Cc1cnn(C)c1)S(=O)(=O)c1cccc([N+](=O)[O-])c1
→ -0.2	0	0	2	5	0	108	1	-1	108	99
45	COc1ccc(NC(=O)CO/N=C2/CCCc3nonc32)c(OC)c1
→ 0.5	-3	3	-1	0	0	100	1	1	98	100

Single records, from the list above. Values in the order: ABCB1 block | Bim-Bcl-B | ABCG2 block | Bim-Mcl-1 | Bfl-1 Bim block | Bim-Bcl-XL | RGS4-Gao reg | Bim-Bcl-2 | Bcl-W Bim block | RGS7-Gao | RGS8-Gao reg
Listed for `CCOC(=O)Cc1c(C)nc2cc(-c3ccc(C)cc3)[nH]n2c1=O` = 1.6 | 0 | 7 | 0 | 0 | 0 | 101 | 2 | 0 | 102 | 103
Listed for `Cc1cc(N)n(-c2ncnc3scc(-c4ccc(Cl)cc4)c23)n1` = 1.7 | -4 | 3 | -2 | -5 | -3 | 100 | -4 | -3 | 101 | 103

Next structures
Sequence of screens: ABCB1 block	Bim-Bcl-B	ABCG2 block	Bim-Mcl-1	Bfl-1 Bim block	Bim-Bcl-XL	RGS4-Gao reg	Bim-Bcl-2	Bcl-W Bim block	RGS7-Gao	RGS8-Gao reg
46	CC(C)n1nnnc1SCC(=O)N1CCN(C(=O)c2ccco2)CC1
→ 0.5	93*	1	93*	-2	50*	102	18	31	99	99
47	Cc1cc2ccccc2c(=O)n1CC(=O)NCC(=O)N1CCCC(C)C1 (stereo not drawn)
→ -0.3	-5	3	0	-2	-6	98	-1	-2	102	101
48	O=C1C=CC2C(c3ccc4c(c3)OCO4)CC1N2Cc1ccccc1 (stereo not drawn)
→ 0.6	-10	13	-3	-8	-7	102	-19	0	103	107
49	Cc1ccc(S(=O)(=O)N2C3C=CC(C3)C2C(=O)O)cc1 (stereo not drawn)
→ 0.5	-4	4	1	-8	0	99	-5	-1	100	102
50	O=C(c1ccc(-c2ccc([N+](=O)[O-])cc2)o1)N1CCCCC1
→ 2.3	-6	3	0	15	0	98	4	2	96	90
51	COc1ccc(C(=O)C2CCCN(Cc3c[nH]c4ccccc34)C2)c(OC)c1 (stereo not drawn)
→ 5.1	0	4	0	-3	-2	98	0	0	94	100
52	CCOc1ccc(CCNC(=O)c2cc3ccccn3n2)cc1OCC
→ 0.9	-1	7	0	0	2	105	-3	1	106	120
53	O=C(Nc1nnc(C23CC4CC(CC(C4)C2)C3)s1)c1ccco1
→ 0.5	-6	3	0	-8	8	96	-4	0	92	101

Among those listed so far, these have an aryl methoxy group:
Sequence of screens: ABCB1 block	Bim-Bcl-B	ABCG2 block	Bim-Mcl-1	Bfl-1 Bim block	Bim-Bcl-XL	RGS4-Gao reg	Bim-Bcl-2	Bcl-W Bim block	RGS7-Gao	RGS8-Gao reg
5	COc1cc(OC)c(OC)cc1/C=C1\CCC(C2CCCC2)C1=O (stereo not drawn)
→ 3.3	0	35	0	0	2	101	0	0	?	103
7	COc1ccc(C2CC(C(F)(F)F)n3nc(C(=O)NCCN4CCOCC4)cc3N2)cc1 (stereo not drawn)
→ -0.1	0	0	1	0	-4	110	3	0	101	108
13	COc1cc(/C=C/c2sc3ccccc3[n+]2CCCS(=O)(=O)[O-])ccc1O
→ 3.4	-4	16	-1	0	2	99	-3	5	98	99
16	COc1cccc(CN2CCN(S(=O)(=O)c3ccc(NC(C)=O)cc3)CC2)c1OC
→ 1.2	-1	3	-5	0	-3	100	1	0	104	122
28	COc1ccc(OC)c(-c2c3cc(O)c(=O)cc-3oc3cc(O)c(O)cc23)c1
→ -1.3	-226	-20	-116	-6	-109	39*	-120	-37	4.7*	36*
30	COc1cc(SC)ccc1C(=O)Nc1c(C)cccc1C
→ 0.6	-2	3	0	-4	-3	99	-3	-3	103	101
39	COc1c(C)cc(C(=O)C2CCCN(C(=O)C3=C(C)OCCO3)C2)cc1C (stereo not drawn)
→ 1.3	-2	2	-1	-7	0	101	-5	1	104	102
45	COc1ccc(NC(=O)CO/N=C2/CCCc3nonc32)c(OC)c1
→ 0.5	-3	3	-1	0	0	100	1	1	98	100
51	COc1ccc(C(=O)C2CCCN(Cc3c[nH]c4ccccc34)C2)c(OC)c1 (stereo not drawn)
→ 5.1	0	4	0	-3	-2	98	0	0	94	100
